# Screening results: PubChem BioAssay, The Scripps Research Institute Molecular Screening Center
# PAFAH2 FP inh: PAFAH2 (human) inhibition. recombinant PAFAH2, FP-rhodamine activity probe, fluorescence polarization. actives 0.99% (n = 340,000). AID 492956. inhibition, % at 3.39 µM;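 active = inhibition above the mean over all tested compounds plus 3 SD, cut at about 30% in these data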;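 note: inhibitors block probe labeling of enzyme so polarization drops; 0% = enzyme with DMSO and 100% = wells lacking PAFAH2 protein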
# PAD4 inh: PAD4 (human) enzyme inhibition. Q9UM07. recombinant PAD4, RCA probe fluorescence polarization. inhibition, % at 6.36 µM. actives 0.41% (n = 330,000). AID 485272;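 active = percent inhibition above a cutoff equal to the mean of all tested compounds plus 3 SD, cut at about 15% in these data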;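 note: 0% = PAD4 with RCA probe and DMSO and 100% = probe without PAD4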
# Target sequence (Q9UM07 whole entry, looked up): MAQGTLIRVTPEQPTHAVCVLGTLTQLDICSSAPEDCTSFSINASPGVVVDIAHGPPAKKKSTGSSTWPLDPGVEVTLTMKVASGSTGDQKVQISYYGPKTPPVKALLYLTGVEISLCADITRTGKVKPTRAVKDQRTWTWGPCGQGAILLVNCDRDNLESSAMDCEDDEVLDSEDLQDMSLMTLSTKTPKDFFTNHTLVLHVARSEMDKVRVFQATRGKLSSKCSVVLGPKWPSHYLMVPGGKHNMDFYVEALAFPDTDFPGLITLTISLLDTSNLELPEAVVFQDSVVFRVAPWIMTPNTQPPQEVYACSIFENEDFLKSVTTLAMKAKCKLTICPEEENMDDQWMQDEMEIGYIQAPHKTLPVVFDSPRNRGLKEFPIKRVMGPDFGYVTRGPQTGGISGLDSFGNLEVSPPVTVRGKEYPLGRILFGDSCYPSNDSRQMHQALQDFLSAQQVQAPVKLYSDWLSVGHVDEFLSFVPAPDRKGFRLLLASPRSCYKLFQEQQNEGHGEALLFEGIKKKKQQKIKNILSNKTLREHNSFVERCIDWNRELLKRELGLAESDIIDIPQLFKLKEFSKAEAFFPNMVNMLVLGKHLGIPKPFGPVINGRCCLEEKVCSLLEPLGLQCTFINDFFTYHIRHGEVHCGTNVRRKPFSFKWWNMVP
# PREPL inh: inhibitors of human prolyl oligopeptidase-like enzyme PREPL; actives 0.68% (n = 320,000); inhibition, % at 5.96 µM; Q4J6C6; AID 2751; recombinant PREPL, fluorescence polarization activity-based probe; in the data active = inhibition above about 43%;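 note: 0% = enzyme with DMSO and 100% = wells lacking enzyme; many of its hits are not listed in these tables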
# pPAFAH inh: inhibitors of human plasma PAF acetylhydrolase (pPAFAH). inhibition, % at 3.39 µM. Q13093. recombinant pPAFAH, FP-rhodamine probe fluorescence polarization. actives 1.5% (n = 330,000);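 active = inhibition above the mean inhibition across the screen plus 3 SD, cut at about 25% in these data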;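 note: inhibitors block binding of the rhodamine activity-based probe so polarization drops; 0% = enzyme with DMSO and 100% = wells lacking pPAFAH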
# LYPLA2 counter: LYPLA2 (human) inhibition in PME1 counter-screen; recombinant LYPLA2, FP-Rh probe fluorescence polarization; inhibition, % at 5.9 µM; actives 0.38% (n = 320,000); AID 2177; O95372;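 active = inhibition above the screen-wide mean plus 3 SD, limit set per campaign, cut at about 26% in these data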;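 note: 0% = LYPLA2 with DMSO and 100% = wells lacking LYPLA2 enzyme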
# GSTO1 inh: counter-screen for RBBP9 inhibitors: inhibitors of human GSTO1. P78417. recombinant GSTO1, activity-based probe fluorescence polarization. inhibition, % at 5.96 µM. actives 1.1% (n = 300,000);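 active = inhibition above the campaign mean inhibition plus 3 SD, cut at about 35% in these data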;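 note: 0% = GSTO1-1 with DMSO and 100% = wells lacking GSTO1-1 enzyme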
# Target sequence (P78417 whole entry, looked up): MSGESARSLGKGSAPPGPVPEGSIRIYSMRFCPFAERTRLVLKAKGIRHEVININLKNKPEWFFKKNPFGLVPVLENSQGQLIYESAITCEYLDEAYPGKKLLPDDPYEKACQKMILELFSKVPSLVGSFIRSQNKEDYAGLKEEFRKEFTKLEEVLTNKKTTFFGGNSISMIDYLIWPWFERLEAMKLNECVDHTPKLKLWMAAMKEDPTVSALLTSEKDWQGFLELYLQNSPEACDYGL
# LYPLA1 counter: counter-screen for PME1 inhibitors: inhibitors of human LYPLA1. recombinant LYPLA1, FP-Rh probe fluorescence polarization. inhibition, % at 5.9 µM. actives 0.16% (n = 320,000). O75608;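 active = inhibition above the mean of all tested compounds plus 3 SD, set per campaign, cut at about 14% in these data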;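 note: inhibitors block serine hydrolase probe labeling of LYPLA1 so polarization falls; 0% = enzyme with DMSO and 100% = wells lacking LYPLA1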
# PAFAH1B3 inh: blocks human PAF acetylhydrolase 1B catalytic subunit 3. Q15102. recombinant PAFAH1B3, FP-rhodamine probe, fluorescence polarization. inhibition, % at 3.39 µM. actives 0.28% (n = 340,000);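 active = inhibition above the screen-wide average of all tested compounds plus 3 SD, cut at about 25% in these data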;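 note: 0% = enzyme with DMSO only and 100% = wells lacking PAFAH1B3 protein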
# PAFAH1B2 FP inh: blocks human PAF acetylhydrolase 1b catalytic subunit 2. actives 1.2% (n = 340,000). recombinant PAFAH1B2, FP-rhodamine activity probe, fluorescence polarization. inhibition, % at 3.39 µM. P68402;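 active = inhibition above the mean of all tested compounds plus 3 SD, cut at about 24% in these data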;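 note: 0% = enzyme with DMSO and 100% = wells lacking PAFAH1B2; many of its hits are not listed in these tables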
# * = called active by the depositor; . = no result given. A portion of the library; rates above refer to the full screens.
SMILES,PAFAH2 FP inh,PAD4 inh,PREPL inh,pPAFAH inh,LYPLA2 counter,GSTO1 inh,LYPLA1 counter,PAFAH1B3 inh,PAFAH1B2 FP inh
COCC(C)OC(=O)c1c(N)n(CC(C)C)c2nc3ccccc3nc12 (configuration not stated),-13,-18,0,1,3,45*,1,35*,0
COc1cc(/C=C2/C(=O)N(c3ccccc3)N=C2C)ccc1OS(=O)(=O)c1ccccc1,.,36*,-3,4,2,36*,-5,.,.
Cc1ccnc(NC(=O)CNC(=O)Cc2cccc3ccccc23)c1,-2,-5,9,0,4,-3,2,4,7
Cc1ccc(S(=O)(=O)NCCCN(C)C)cc1,2,3,13,-2,13,5,4,2,4
CC(NC(=O)c1cc([N+](=O)[O-])cc([N+](=O)[O-])c1)C1CC2CCC1C2 (configuration not stated),8,-2,7,1,-1,10,0,2,4
C[N+](C)(CC#Cc1ccccc1)CC(=O)c1ccccc1,-4,-1,-14,0,-2,4,-4,4,3
CC(C)NC(=O)CSc1nnc(CNC(=O)OC(C)(C)C)n1C,-2,0,1,2,5,8,0,1,0
Cc1cccc(C)c1NC(=S)/N=C/N(C)C,5,-6,20,0,2,1,5,2,0
O=C(CN1CCN(c2ccccc2)CC1)N/N=C/c1cccc(F)c1,0,1,4,-2,10,1,1,6,0
CCN1C(=O)c2cccc3c(S(=O)(=O)Nc4c(C)n(C)n(-c5ccccc5)c4=O)ccc1c23,-3,-10,-4,2,-6,3,-1,-10,-1
Cc1c(C(C)(C)O)[nH]c2cc(C(F)(F)F)ccc12,2,2,5,1,-5,-2,-2,1,7
Cc1ccc(SCc2c(C(=O)N/N=C/c3ccoc3)nnn2-c2nonc2N)cc1,9,0,-1,8,-7,-1,-8,-3,2
N/C(=N\OC(=O)c1ccc(Cl)cc1Cl)c1ccccn1,-6,-3,-1,2,-4,1,0,5,4
Cc1cccc(/C=C2\CCC(=C3SCCCS3)C2=O)c1,3,1,19,4,6,20,1,7,1
Cn1ccnc1SCC(=O)Nc1nc2c(F)c(F)c(F)cc2s1,0,2,-24,1,-6,1,-5,1,2
CCc1cccc(NS(=O)(=O)c2ccc3c(c2)N(C)CCO3)c1,7,-1,-6,30*,2,4,0,2,5
Cc1ccc(C)c(NC(=O)c2nnn(Cc3ccccc3)c2N)c1,-4,-5,3,2,3,-2,1,8,5
OC1(c2ccc3ccccc3c2)CCN(Cc2ccccc2)C1 (configuration not stated),3,-6,-5,-4,-6,-9,0,6,4
Cc1ccc2c(c1)C1CN(C)CCC1N2C(=S)NC(=O)c1ccc(Cl)cc1Cl (configuration not stated),3,0,-24,0,-2,11,-3,6,8
O=C(CCc1nnc2ccc(NCc3ccccc3)nn12)NCC1CCN(C2CCCC2)C1 (configuration not stated),1,1,21,-1,-7,-6,-5,-1,-4
CC(=O)Nc1cccc(-c2csc(Nc3cccc(C)n3)n2)c1,5,2,23,17,3,-1,5,5,-5
CN(CC(=O)Nc1ccc2c(c1)OCCO2)S(=O)(=O)c1ccc(F)cc1,3,1,-1,1,-2,-6,-3,9,5
COc1cccc(OC)c1C(=O)Nn1c(-c2cccs2)nc2ccccc2c1=O,-8,-1,1,3,0,-1,0,8,0
O=C(Nc1cccc(-c2nnn(CC(=O)N3CCc4ccccc4C3)n2)c1)C1CCC1,4,-1,-86,4,-8,-8,-7,-4,0
CCOc1ccc(OCC)c(NC(=O)C2CCCN(c3ncccn3)C2)c1 (configuration not stated),11,-2,21,3,2,4,-2,-5,1

# Results in LYPLA2 counter and PAFAH1B2 FP inh (6 entries from above):
Compound	LYPLA2 counter	PAFAH1B2 FP inh
O=C(CCc1nnc2ccc(NCc3ccccc3)nn12)NCC1CCN(C2CCCC2)C1 (configuration not stated)	-7	-4
CC(=O)Nc1cccc(-c2csc(Nc3cccc(C)n3)n2)c1	3	-5
CN(CC(=O)Nc1ccc2c(c1)OCCO2)S(=O)(=O)c1ccc(F)cc1	-2	5
COc1cccc(OC)c1C(=O)Nn1c(-c2cccs2)nc2ccccc2c1=O	0	0
O=C(Nc1cccc(-c2nnn(CC(=O)N3CCc4ccccc4C3)n2)c1)C1CCC1	-8	0
CCOc1ccc(OCC)c(NC(=O)C2CCCN(c3ncccn3)C2)c1 (configuration not stated)	2	1

# More structures
SMILES,PAFAH2 FP inh,PAD4 inh,PREPL inh,pPAFAH inh,LYPLA2 counter,GSTO1 inh,LYPLA1 counter,PAFAH1B3 inh,PAFAH1B2 FP inh
Cc1ccc(C(=O)NCC(c2ccco2)N2CCc3ccccc32)cc1 (configuration not stated),2,-3,-8,3,1,1,-1,5,1
CCOc1ccc(C2NC(=O)C(C#N)=C(S)N2c2cccc(C)c2)cc1OC (configuration not stated),10,-3,8,7,-3,0,-1,7,3
O=C(Cn1c(COc2ccccc2)nc2ccccc21)Nc1cccc(Cl)c1,-4,-3,-6,0,-5,6,-1,-11,0
CC1CC(C)CN(c2ncc3c(n2)CC(c2ccccc2)CC3=O)C1 (configuration not stated),-7,6,3,4,-1,12,0,-1,2
O=C(CSc1nnnn1C1CCCC1)N1CCN(C(=O)c2ccco2)CC1,-5,-3,19,-1,2,-4,2,0,-5
CCOC(=O)C1(C)/C(=N/Nc2cccc(Cl)c2)C(=O)C(=O)N1c1ccccc1 (configuration not stated),8,2,0,7,8,16,5,5,8
COc1cc(/C=C/C(=O)OCC(=O)NC(=O)NC(C)C)ccc1O,13,-7,6,-6,2,-2,-2,-3,6
COc1ccc(C2=NO[C@@](CC(=O)O)(C(=O)Nc3ccc4c(c3)OCCO4)C2)cc1,-6,-3,6,2,-6,17,-2,2,5
COc1ccc(N=Nc2cc(-c3ccccc3)ccc2O)cc1,9,-4,8,7,-1,6,-2,5,14
CCOC(=O)c1cnc2ccc(C)cc2c1Sc1ccccc1,8,1,-4,13,2,-4,-4,-4,2
CC1(C)CC(=O)C=C(NNC(=O)C2CCCCC2)C1,0,-4,-3,7,3,-3,-1,1,6
CCC1CCCCN1CCCNC(=O)c1cn(C)c2ccc(S(=O)(=O)N3CCOCC3)cc2c1=O (configuration not stated),2,8,13,0,10,3,3,9,4
Cc1cccc(NC(=O)C2CCN(c3nccc(C)n3)CC2)c1,-6,-1,11,-5,-1,-4,-1,6,1
COc1ccc(NCc2nnc(SCC(=O)N3CCCc4ccccc43)o2)cc1,10,-2,20,2,12,2,0,12,5
Nc1nc(-c2ccco2)nc(N2CCCCC2)n1,1,-4,-2,-4,2,-5,5,5,1
O=[N+]([O-])c1ccccc1/C=N/n1c(C2CCCCC2)n[nH]c1=S,0,1,-3,4,0,6,-3,9,4
Cc1n[nH]c(=O)nc1NCCc1ccccc1,6,4,1,2,-1,0,-1,5,5
CNC(=S)N1CCN(c2ccc(Cl)c(Cl)c2)CC1,3,-1,-32,6,1,6,-1,16,2
O=C1CSC(c2ccccn2)N1c1ccccc1F (configuration not stated),1,-5,-6,0,-1,-2,2,1,0
CCN1CCN(C(=O)c2ccc(NS(=O)(=O)c3ccccc3)cc2)CC1,-7,-7,-6,3,-2,2,1,3,1
CCN(CCNC(=O)CN1CCN(Cc2ccc(Cl)cc2)C1=O)c1ccccc1,13,-8,40,-5,-2,9,1,10,15
COc1cccc(/C=N/c2nc3ccccc3n2C)c1O,-7,0,-1,1,8,11,5,4,5
O=C(NCCN=C1NS(=O)(=O)c2ccccc21)c1ccccc1,-6,-3,3,7,-2,6,3,2,2
CCOc1ccc(-c2cccc(NS(=O)(=O)c3ccccc3[N+](=O)[O-])c2)nn1,10,0,5,5,-12,-2,-4,7,8
Cc1ccc(N2CCN(C(=O)c3nn(C)c4c3CS(=O)(=O)c3ccccc3-4)CC2C)cc1 (configuration not stated),0,0,8,6,6,3,0,-5,2

# Some of the entries above, set out differently:
# The line under a structure holds: PAFAH2 FP inh	PAD4 inh	PREPL inh	pPAFAH inh	LYPLA2 counter	GSTO1 inh	LYPLA1 counter	PAFAH1B3 inh	PAFAH1B2 FP inh
Cc1c(C(C)(C)O)[nH]c2cc(C(F)(F)F)ccc12
    2	2	5	1	-5	-2	-2	1	7
CCOC(=O)C1(C)/C(=N/Nc2cccc(Cl)c2)C(=O)C(=O)N1c1ccccc1 (configuration not stated)
    8	2	0	7	8	16	5	5	8

# New compounds follow
SMILES,PAFAH2 FP inh,PAD4 inh,PREPL inh,pPAFAH inh,LYPLA2 counter,GSTO1 inh,LYPLA1 counter,PAFAH1B3 inh,PAFAH1B2 FP inh
COc1ccc(CCNC2=C(Cl)C(=O)N(CCc3ccccc3)C2=O)cc1OC,3,3,10,5,6,7,-2,3,1
Cc1nn(C(=O)c2cccc([N+](=O)[O-])c2)c(C)c1Sc1ccccc1,4,3,-3,2,10,7,0,-1,7
CC1=C(c2ccccc2)CCC1=O,2,-2,1,3,0,-2,-1,-3,5
Cc1ccc(Cl)cc1NC(=O)CN1C(=O)COc2ccc(S(=O)(=O)N3CCOCC3)cc21,5,3,-1,4,6,1,1,6,2
CCC(C)NC(=O)c1ccc2nc(Cc3ccc(OC)cc3)oc2c1 (configuration not stated),-2,-3,2,0,-5,-7,1,11,4
O=C(O)CCNS(=O)(=O)c1ccccc1C(F)(F)F,3,-1,-11,5,-4,10,-4,10,3
Cc1ccc(-c2c[n+](CC(=O)c3ccc(Br)cc3)c3n2CCCCC3)cc1,4,-9,37,-1,2,-1,1,3,-5
CC1(CCc2ccccc2)NC(=O)N(CC(=O)Nc2ccccc2)C1=O (configuration not stated),-6,-9,-14,3,-1,8,-2,3,0
O=C(NCc1cccs1)C1CCC(CNS(=O)(=O)c2cccs2)CC1 (configuration not stated),-6,-2,-8,0,1,-10,0,-2,3
COc1ccc(C(=O)NCc2nnc(SCC(=O)Nc3ccccc3OC)o2)cc1,-6,0,1,6,4,0,2,1,2
O=C1Nc2ccccc2OC1CC(=O)N1CCOCC1 (configuration not stated),6,0,-2,5,-3,12,2,7,2
COc1ccc(N(C)S(=O)(=O)c2cccc(C(=O)OCC(=O)NCc3ccccc3OC)c2)cc1,7,-3,8,9,-1,-6,0,3,5
O=C(CSc1nc2ccccc2c(=O)n1-c1ccccc1)NCC1CCCO1 (configuration not stated),10,-7,-6,2,10,7,6,8,5
Cc1c(/C=C2\NC(=O)NC2=O)c2ccccc2n1C,4,-1,3,5,0,1,3,5,5
FC(F)(F)c1cc(CCN2CCNC[C@@H]2Cc2ccccc2)cc(C(F)(F)F)c1,5,2,-61,3,1,5,-4,7,2
O=C1CC(C(=O)O)C2(CCCC2)O1 (configuration not stated),-5,0,5,4,5,4,0,2,1
Cc1ccc(C(=O)N/C(=C/c2ccc(-c3cccc([N+](=O)[O-])c3)o2)C(=O)NCCCN(C)C)cc1,4,3,0,7,5,2,8,3,2
COc1ccc(OC)c(C2NC(=O)N(C)C(C)=C2C(=O)OCc2ccccc2)c1 (configuration not stated),7,7,5,6,3,-1,-4,15,3
Cc1cc(N2CCCCC2)nc2ccc(NC(=O)CCC(=O)NCCC(C)C)cc12,0,0,9,11,4,-1,2,0,6
CCOC(=O)c1c(C2COc3ccccc3O2)csc1NC(=O)c1ccccc1 (configuration not stated),0,4,-3,3,6,3,1,-4,6
CCC(Oc1ccccc1)C(=O)OCC(=O)N(CC)c1c(N)n(Cc2ccccc2)c(=O)[nH]c1=O (configuration not stated),-1,-3,2,5,-2,0,1,-4,1
COc1ccc(C2/C=C\CN(S(=O)(=O)c3cccs3)CC(=O)N2Cc2ccc(F)cc2)cc1 (configuration not stated),-2,0,8,5,4,6,0,5,3
O=C(NCCc1ccncc1)Nc1ccccc1,4,-3,-2,8,-1,3,1,-2,-2
FC(F)(F)c1nc(-c2ccccc2)ncc1-c1nnnn1-c1ccccc1,10,-3,-12,8,-2,-4,1,0,2
